Assay outcomes as filed in PubChem.
All columns: NCI-60 one-dose screen, growth in % after 48 h at 10 µM unless noted; 100 = growth as untreated, 0 = no growth, -100 = all killed.
HOP-92: HOP-92 NSCLC cells; 71,000 tested, 6.3% active
M14: M14 melanoma | AID 1794745 | 80,000 tested, 6.2% active
HOP-62: HOP-62 NSCLC; 80,000 tested, 3.9% active; AID 1794735
MOLT-4: MOLT-4 leukemia cells. 80,000 tested, 6.9% active
A549/ATCC: A549/ATCC NSCLC; 81,000 tested, 3.7% active; AID 1794740
CCRF-CEM: CCRF-CEM leukemia; AID 1794778; 77,000 tested, 7% active
EKVX: EKVX NSCLC; 71,000 tested, 3% active
RPMI-8226: RPMI-8226 leukemia cells. 77,000 tested, 7.5% active. AID 1794781
Starred values were filed as active, the others as inactive. How the source made its calls: active means growth percent below 10; inactive means the rest.

The first 6 entries as a preview:
What do the screens show for `Cc1cc(-c2ccccc2)on1`?
M14: 105; HOP-62: 93; MOLT-4: 92; A549/ATCC: 104; CCRF-CEM: 98; EKVX: 103; RPMI-8226: 108

What do the screens show for `Nc1ccccc1NC(=O)c1ccc(NC(=O)C/C=C/c2cccnc2)cc1`?
HOP-92: 11; HOP-62: 37; MOLT-4: 31; A549/ATCC: 47; CCRF-CEM: 22; EKVX: 61; RPMI-8226: 6.8*

Results for Nc1ccccc1SC1CC(=O)N(c2ccc(Cl)c(Cl)c2)C1=O (centres undefined) ?
HOP-92: 101; M14: 95; HOP-62: 97; MOLT-4: 109; A549/ATCC: 100; EKVX: 86

Results for O=C(CSc1nnc(-c2cccs2)n1-c1ccccc1)Nc1ccc(F)cc1 ?
HOP-92: 90; M14: 99; HOP-62: 109; MOLT-4: 86; A549/ATCC: 99; EKVX: 91; RPMI-8226: 105

Results for CNC(=O)Nc1ccc(-c2nc(N3CCOCC3)nc3c2cnn3C2CCOCC2)cc1 ?
HOP-92: -28*; M14: -12*; HOP-62: -11*; MOLT-4: 12; A549/ATCC: -1.3*; CCRF-CEM: 24; EKVX: -24*; RPMI-8226: 8.1*

What do the screens show for `C[C@]12CC[C@@H]3c4cc(CN5CCOCC5)c(O)cc4CC[C@H]3[C@@H]1CCC2=O`?
HOP-92: 87; M14: 107; HOP-62: 106; MOLT-4: 96; A549/ATCC: 97; CCRF-CEM: 89; EKVX: 110

This part in full, previewed entries included:
What do the screens show for `Cc1cc(-c2ccccc2)on1`?
M14: 105; HOP-62: 93; MOLT-4: 92; A549/ATCC: 104; CCRF-CEM: 98; EKVX: 103; RPMI-8226: 108

What do the screens show for `Nc1ccccc1NC(=O)c1ccc(NC(=O)C/C=C/c2cccnc2)cc1`?
HOP-92: 11; HOP-62: 37; MOLT-4: 31; A549/ATCC: 47; CCRF-CEM: 22; EKVX: 61; RPMI-8226: 6.8*

Results for Nc1ccccc1SC1CC(=O)N(c2ccc(Cl)c(Cl)c2)C1=O (centres undefined) ?
HOP-92: 101; M14: 95; HOP-62: 97; MOLT-4: 109; A549/ATCC: 100; EKVX: 86

Results for O=C(CSc1nnc(-c2cccs2)n1-c1ccccc1)Nc1ccc(F)cc1 ?
HOP-92: 90; M14: 99; HOP-62: 109; MOLT-4: 86; A549/ATCC: 99; EKVX: 91; RPMI-8226: 105

Results for CNC(=O)Nc1ccc(-c2nc(N3CCOCC3)nc3c2cnn3C2CCOCC2)cc1 ?
HOP-92: -28*; M14: -12*; HOP-62: -11*; MOLT-4: 12; A549/ATCC: -1.3*; CCRF-CEM: 24; EKVX: -24*; RPMI-8226: 8.1*

What do the screens show for `C[C@]12CC[C@@H]3c4cc(CN5CCOCC5)c(O)cc4CC[C@H]3[C@@H]1CCC2=O`?
HOP-92: 87; M14: 107; HOP-62: 106; MOLT-4: 96; A549/ATCC: 97; CCRF-CEM: 89; EKVX: 110

How did CC(C)C1=CC2=CC[C@@H]3[C@](C)(CCC[C@@]3(C)C(=O)OCC#CCN3CCCC3)[C@H]2CC1 do in these assays?
HOP-92: 30; M14: 71; HOP-62: 71; MOLT-4: 55; A549/ATCC: 61; CCRF-CEM: 59; EKVX: 64; RPMI-8226: 33

Results for O=C(CCN1CCCC1)Nc1ccc2c(NCc3ccc(F)cc3)c3ccccc3nc2c1 ?
HOP-92: -8.0*; M14: -25*; HOP-62: -1.6*; MOLT-4: -20*; A549/ATCC: -38*; CCRF-CEM: -15*; EKVX: 15; RPMI-8226: -35*

Results for O=C(O)c1cccc(-c2ccccc2)c1O ?
HOP-92: 116; HOP-62: 85; MOLT-4: 88; A549/ATCC: 100; EKVX: 98

Results for COc1cccc(-c2nnc(-c3ccc4ccccc4c3)o2)c1 ?
M14: 111; MOLT-4: 102; EKVX: 89; RPMI-8226: 103

What do the screens show for `CCN(CC)C(=O)Cn1cc(C(=O)OC)nn1`?
HOP-92: 111; HOP-62: 106; MOLT-4: 94; A549/ATCC: 100; CCRF-CEM: 100; EKVX: 104; RPMI-8226: 101

Results for CCCCCCCCNC(=O)C(C)C ?
HOP-92: 90; M14: 96; HOP-62: 104; MOLT-4: 107; A549/ATCC: 102; CCRF-CEM: 102; EKVX: 100; RPMI-8226: 99

What do the screens show for `COc1cc(C(=O)c2cc(C)c3[nH]c4ccc(O)cc4c3c2C)cc(OC)c1OC`?
HOP-92: 32; M14: 22; HOP-62: 40; MOLT-4: 15; A549/ATCC: 23; CCRF-CEM: 16; EKVX: 36; RPMI-8226: 8.3*

How did Nc1nc(Cl)c2ncn(CCCCCB(O)O)c2n1 do in these assays?
HOP-92: 78; M14: 126; HOP-62: 80; MOLT-4: 112; A549/ATCC: 102; CCRF-CEM: 103; EKVX: 111; RPMI-8226: 65

What do the screens show for `Cc1csc(Nc2nc(-c3cccc(Cl)c3)nc(C(Cl)(Cl)Cl)n2)n1`?
HOP-92: 33; M14: 88; HOP-62: 20; MOLT-4: 74; A549/ATCC: 1.7*; CCRF-CEM: 95; EKVX: 4.2*; RPMI-8226: 14

What do the screens show for `COc1ccc(-c2c(C#N)c(N)n(-c3cccc(C(F)(F)F)c3)c(=O)c2C#N)cc1`?
HOP-92: 104; M14: 96; HOP-62: 95; MOLT-4: 102; A549/ATCC: 98; CCRF-CEM: 107; EKVX: 99; RPMI-8226: 105

What do the screens show for `CSc1ncc(Br)c(SCc2ccc(Cl)cc2Cl)n1`?
HOP-92: 90; M14: 103; HOP-62: 91; MOLT-4: 93; A549/ATCC: 88; CCRF-CEM: 86; EKVX: 96; RPMI-8226: 89

Results for Fc1ccc2[nH]cc(-c3nonc3-c3c[nH]c4ccc(Br)cc34)c2c1 ?
HOP-92: 22; M14: -5.3*; HOP-62: 9.2*; MOLT-4: 17; A549/ATCC: 20; CCRF-CEM: 26; EKVX: 19; RPMI-8226: 30

What do the screens show for `Cc1cc(C)n(C2=NC(c3cccc([N+](=O)[O-])c3)c3sc4ccc(Cl)cc4c3N2)n1` (centres undefined)?
HOP-92: 104; M14: 104; HOP-62: 82; MOLT-4: 84; A549/ATCC: 96; CCRF-CEM: 107; EKVX: 76

How did COc1cc(C2CC(C3C(=O)N(C)C(=O)N(C)C3=O)=NN2c2ccccc2)cc(OC)c1OC (centres undefined) do in these assays?
HOP-92: 98; M14: 109; HOP-62: 107; MOLT-4: 96; A549/ATCC: 95; CCRF-CEM: 102; EKVX: 103; RPMI-8226: 108

How did COc1ccc2cc(C(C)NC(=O)Nc3ccc(S(=O)(=O)Nc4ccccn4)cc3)ccc2c1 (centres undefined) do in these assays?
M14: 90; HOP-62: 78; MOLT-4: 82; A549/ATCC: 96; EKVX: 89; RPMI-8226: 86

How did O=c1c2cc3cc(Cl)ncc3n2c(=O)c2cc3cc(Cl)ncc3n12 do in these assays?
HOP-92: 131; M14: 102; HOP-62: 99; MOLT-4: 88; A549/ATCC: 101; CCRF-CEM: 97; RPMI-8226: 103

What do the screens show for `CN(Cc1ccccc1)c1nc(Cl)c(C2CC(c3ccc(F)cc3)=NN2C=O)s1` (centres undefined)?
HOP-92: 89; M14: 93; HOP-62: 107; MOLT-4: 92; A549/ATCC: 95; CCRF-CEM: 96; EKVX: 78; RPMI-8226: 83

Results for O=C(CCl)c1cccnc1C(=O)O ?
HOP-92: 111; M14: 105; HOP-62: 107; MOLT-4: 104; A549/ATCC: 108; CCRF-CEM: 104; EKVX: 106; RPMI-8226: 111

Results for Cc1nn(-c2ccccc2)c2nc(Cl)c(C=O)c(-c3ccccc3)c12 ?
HOP-92: 66; M14: 111; HOP-62: 115; A549/ATCC: 78; CCRF-CEM: 36

What do the screens show for `O=C1CC2CC=CCN2C=C1NC(=O)c1ccc2ccccc2c1` (centres undefined)?
HOP-92: 97; M14: 97; HOP-62: 74; MOLT-4: 89; A549/ATCC: 81; CCRF-CEM: 103; EKVX: 91; RPMI-8226: 98

What do the screens show for `COc1ccc(/C=C2\C(=O)N=C3N2NC(=O)N3c2ccccc2)cc1`?
HOP-92: 78; M14: 100; HOP-62: 101; MOLT-4: 98; A549/ATCC: 96; CCRF-CEM: 99; EKVX: 66; RPMI-8226: 90

What do the screens show for `O=C(Nc1nccnc1OCc1ccc(F)cc1)Nc1cccc2ccccc12`?
HOP-92: 105; M14: 92; HOP-62: 88; MOLT-4: 84; A549/ATCC: 91; CCRF-CEM: 92; EKVX: 100; RPMI-8226: 89

What do the screens show for `CCCCCc1ccc(S(=O)(=O)Nc2cccc(-c3csc(N4CCN(CCO)CC4)n3)c2)cc1`?
HOP-92: 74; M14: 92; HOP-62: 84; MOLT-4: 69; A549/ATCC: 44; CCRF-CEM: 82; EKVX: 59; RPMI-8226: 41

Results for COc1ccc(-c2cc(C(=O)Nc3nc4ccc(F)cc4s3)nc3cc(-c4ccccc4)nn23)cc1 ?
M14: 130; HOP-62: 87; MOLT-4: 89; A549/ATCC: 93; CCRF-CEM: 92; EKVX: 106; RPMI-8226: 95

How did COc1ccc(-c2nc3c4c(-c5ccccc5)cn(-c5c(C)n(C)n(-c6ccccc6)c5=O)c4ncn3n2)cc1 do in these assays?
HOP-92: 93; M14: 102; HOP-62: 107; MOLT-4: 87; A549/ATCC: 99; CCRF-CEM: 93; EKVX: 77; RPMI-8226: 90

How did O=S1(=O)C[C@H](O)[C@H](O)CS1 do in these assays?
HOP-92: 88; M14: 99; HOP-62: 102; MOLT-4: 93; A549/ATCC: 104; CCRF-CEM: 93; EKVX: 101; RPMI-8226: 105

How did NN(c1cccc(C(F)(F)F)c1)c1ccccn1 do in these assays?
HOP-92: 106; M14: 108; HOP-62: 99; MOLT-4: 90; A549/ATCC: 94; CCRF-CEM: 96; RPMI-8226: 105

How did O=C(NNC(=O)OCc1ccccc1)OCc1ccccc1 do in these assays?
HOP-92: 63; M14: 100; HOP-62: 94; MOLT-4: 102; A549/ATCC: 109; CCRF-CEM: 117; EKVX: 95; RPMI-8226: 112

How did COc1ccc(/C=N/NC2=NC3C(S2)N(C)C(=O)N3C)cc1 (centres undefined) do in these assays?
HOP-92: 31; M14: 33; HOP-62: 29; MOLT-4: 20; A549/ATCC: 49; CCRF-CEM: 15; EKVX: 38; RPMI-8226: 11

Results for Cc1ncc(C(=O)Nc2ccc(CN3CCN(C)CC3)c(C(F)(F)F)c2)cc1C#Cc1ccc(N)nc1 ?
HOP-92: -16*; M14: -57*; HOP-62: 19; MOLT-4: 26; A549/ATCC: 11; CCRF-CEM: 19; EKVX: 9.2*; RPMI-8226: 1.1*

How did Cc1nn(-c2ccc(Cl)cc2)c2nc3c(nc12)c(=O)oc1ccccc13 do in these assays?
M14: 107; HOP-62: 107; A549/ATCC: 95; EKVX: 108

What do the screens show for `O=C(CC1=CCCCC1)c1ccccc1`?
HOP-92: 109; M14: 102; HOP-62: 99; MOLT-4: 80; A549/ATCC: 96; CCRF-CEM: 100; EKVX: 110; RPMI-8226: 99

What do the screens show for `Cc1c(-c2cnc(NN)s2)nnn1-c1ccc([N+](=O)[O-])cc1`?
HOP-92: 71; M14: 90; HOP-62: 87; MOLT-4: 34; A549/ATCC: 85; CCRF-CEM: 62; EKVX: 84; RPMI-8226: 69

Results for O=S(=O)(OCCCl)OCCCl ?
M14: 119; HOP-62: 98; MOLT-4: 129; A549/ATCC: 106; CCRF-CEM: 81; RPMI-8226: 105

How did COc1ccc(/C=C(/C2=NCCN2)n2ccc3ccccc32)cc1 do in these assays?
HOP-92: 57; M14: 86; HOP-62: 97; MOLT-4: 93; A549/ATCC: 100; CCRF-CEM: 86; EKVX: 88; RPMI-8226: 93

How did O=C(Nc1cccc(Nc2ccc(Cl)nn2)c1)Nc1ccc(Cl)c(Cl)c1 do in these assays?
HOP-92: 102; M14: 87; HOP-62: 95; MOLT-4: 83; A549/ATCC: 73; CCRF-CEM: 96; EKVX: 101; RPMI-8226: 82

How did Clc1cccc(COc2ccc(Nc3ncnc4onc(-c5ccccc5)c34)cc2)c1 do in these assays?
HOP-92: 102; M14: 92; HOP-62: 97; MOLT-4: 84; A549/ATCC: 92; CCRF-CEM: 93; EKVX: 100; RPMI-8226: 87

How did NC(=S)N/N=C\C(O)CO (centres undefined) do in these assays?
HOP-92: 90; M14: 80; MOLT-4: 63; A549/ATCC: 83; CCRF-CEM: 36; EKVX: 67; RPMI-8226: 69

How did COc1ccc(OC)c(-c2cc(-c3ccccc3)c(C#N)c(SC)n2)c1 do in these assays?
HOP-92: 81; M14: 94; HOP-62: 74; MOLT-4: 100; A549/ATCC: 83; CCRF-CEM: 108; EKVX: 77; RPMI-8226: 94

What do the screens show for `O=C(CSc1nc2sc3c(c2c(=O)n1-c1ccc(Cl)cc1)CCCC3)Nc1nc(-c2ccc(Cl)cc2)cs1`?
HOP-92: 106; M14: 91; HOP-62: 96; MOLT-4: 91; A549/ATCC: 58; CCRF-CEM: 84; EKVX: 80; RPMI-8226: 92

How did O=C(O)c1cn(C2CC2)c2cc(N3CCN(C(=O)CO[N+](=O)[O-])CC3)c(F)cc2c1=O do in these assays?
HOP-92: 117; M14: 105; HOP-62: 105; MOLT-4: 101; A549/ATCC: 92; CCRF-CEM: 101; EKVX: 105; RPMI-8226: 104

Results for COC(=O)c1ccc(=O)c2nc3/c(=C/O)c(O)cc(=O)c3[nH]c12 ?
HOP-92: -1.1*; M14: 27; HOP-62: -9.5*; MOLT-4: 3.6*; A549/ATCC: 28; CCRF-CEM: 13; EKVX: 35; RPMI-8226: 51

How did COc1ccc2nc3c(cc2c1)C(=O)CC(c1ccccc1)C3 (centres undefined) do in these assays?
HOP-92: 62; M14: 9.3*; HOP-62: 39; MOLT-4: 18; A549/ATCC: 35; CCRF-CEM: 11; EKVX: 44; RPMI-8226: 55
